LAP4-GFP MLPCN: modulators of TOR pathway LAP4-GFP in S. cerevisiae | S. cerevisiae LAP4-GFP multiplex, flow cytometry GFP, 3 h; median GFP as percent of DMSO wells | GFP response vs DMSO, % at 10 µM | hit rate 0.34% among 320,000;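 active = GFP response vs DMSO above a set limit, about the screen mean plus 3 SD, cut at about 150% in these data; inconclusive = under 70 cell events counted for the yeast strain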
AHR act: human AHR activation; P35869; hit rate 2.5% among 320,000; AHR-responsive luciferase reporter cells, luminescence; activation, % at 5 µM; in the data active = activation above about 47%;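 also: 0% = vehicle wells and 100% = reference agonist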
CIT2 TOR yeast: yeast TOR pathway CIT2-GFP modulation; S. cerevisiae CIT2-GFP strain, flow cytometry, 3 h; 100 means same as DMSO wells; GFP response vs DMSO, % at 10 µM; hit rate 0.065% among 320,000; AID 2029;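 active = GFP response relative to DMSO above a set limit, near the screen mean plus 3 SD, cut at about 150% in these data; inconclusive = Fewer than 70 cells measured for a yeast strain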;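 also: ratio of well median GFP fluorescence to mean of DMSO wells on the plate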
proCasp3 act: activators of human procaspase-3; hit rate 0.11% among 330,000; P42574; activation, % at 8.5 µM; recombinant procaspase-3 D3A, Ac-DEVD-pNA absorbance 405 nm;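 active = activation above the mean of all tested compounds plus 3 SD, cut at about 21% in these data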;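 also: 0% = DMSO alone and 100% = DMSO wells spiked with extra 5 µM PC-3 D3A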
Target sequence (P42574 whole entry D9A/D28A/D175A): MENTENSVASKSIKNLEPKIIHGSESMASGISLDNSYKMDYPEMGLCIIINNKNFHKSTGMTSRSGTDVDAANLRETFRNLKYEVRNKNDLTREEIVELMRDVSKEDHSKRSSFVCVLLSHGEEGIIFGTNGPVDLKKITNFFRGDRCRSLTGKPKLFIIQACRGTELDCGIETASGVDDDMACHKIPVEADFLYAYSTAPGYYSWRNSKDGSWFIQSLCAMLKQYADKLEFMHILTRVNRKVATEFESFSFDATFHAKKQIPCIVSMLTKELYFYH
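Evaluation: percent activation relative to control range; Material: Procaspase-3 D3A mutant, all three cleavage aspartates alanine; Compound: single dose, 8.5 µM nominal compound, 0.8% DMSO; Replication: one well per compound; Signal: absorbance at 405 nm, 0 and 120 min; Schedule: 1 h preincubation plus 2 h reaction at 25 °C.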
procasp7 counter: counter-screen for procaspase-3 activators: activators of human procaspase-7; P55210; recombinant procaspase-7, Ac-DEVD-pNA absorbance 405 nm; D23A/D198A/D206A triple mutant, cannot self-cleave; scale: DMSO 0, 5 µM enzyme 100; activation, % at 8.5 µM; hit rate 0.093% among 330,000;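 active = percent activation above the screen-wide mean plus 3 SD, cut at about 25% in these data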
Target sequence (P55210 whole entry D23A/D198A/D206A): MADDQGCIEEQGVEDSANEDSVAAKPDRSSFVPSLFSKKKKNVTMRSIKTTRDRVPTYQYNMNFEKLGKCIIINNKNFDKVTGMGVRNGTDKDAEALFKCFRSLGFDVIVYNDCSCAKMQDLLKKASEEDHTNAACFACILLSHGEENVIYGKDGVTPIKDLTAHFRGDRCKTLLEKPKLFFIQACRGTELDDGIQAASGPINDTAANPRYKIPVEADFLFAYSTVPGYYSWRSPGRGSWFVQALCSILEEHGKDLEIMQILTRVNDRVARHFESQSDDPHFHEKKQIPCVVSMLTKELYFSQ
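Material: Procaspase-7 triple mutant (PC-7 D3A) | Quantity: 2 µM procaspase-7 mutant as dispensed | Reagent: DEVD-pNA substrate | Times: 1 h preincubation, 2 h reaction | Technique: 405 nm absorbance of p-nitroaniline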
AGP1 TOR yeast: yeast TOR pathway AGP1-GFP modulation | hit rate 0.02% among 320,000 | AID 2066 | S. cerevisiae AGP1-GFP multiplex flow cytometry, 3 h; GFP as percent of DMSO wells | GFP response vs DMSO, % at 10 µM;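 active = GFP response relative to DMSO above a set limit, near screen average plus 3 SD, cut at about 150% in these data; inconclusive = fewer than 70 cells counted for the yeast strain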;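 also: median GFP channel fluorescence of the gated AGP1 strain per well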
MEP2 TOR yeast: modulators of TOR pathway MEP2-GFP in S. cerevisiae | S. cerevisiae MEP2-GFP strain, flow cytometry GFP, 3 h; 100% = DMSO control level | GFP response vs DMSO, % at 10 µM | hit rate 0.51% among 330,000;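 active = GFP response versus DMSO above a set limit, roughly screen mean plus 3 SD, cut at about 180% in these data; inconclusive = fewer than 70 cells counted for a yeast strain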;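 also: median GFP fluorescence of the barcode-gated MEP2-GFP cells per well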
RPL19A TOR yeast: alters RPL19A-GFP fluorescence in TOR pathway yeast screen; S. cerevisiae RPL19A-GFP strain, flow cytometry, 3 h; active compounds read low; percent response vs DMSO, % at 10 µM; hit rate 0.3% among 330,000; AID 2025;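 active = percent response vs DMSO below 50%; inconclusive = fewer than 70 events counted for the yeast strain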;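 also: median channel GFP fluorescence of the barcoded RPL19A-GFP strain; ratio of sample median GFP to plate DMSO average so 100% = DMSO; lower means less RPL19A-GFP as with rapamycin TOR inhibition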
An asterisk follows results filed as active; ? = inconclusive; · = not tested or not shown; [ ] = dose if it differs, or a comment.

cpd	molecule	RPL19A TOR yeast	procasp7 counter	AHR act	CIT2 TOR yeast	MEP2 TOR yeast	AGP1 TOR yeast	proCasp3 act	LAP4-GFP MLPCN
1	C/C=C1/CC(C)C(C)(O)C(=O)OCC2CCN3CCC(OC1=O)C23 (stereo not given)	105	-8	-3	106	104	110	-5	96
2	CC(=O)N(C)CC#CCN1CCCC(CO)C1 (stereo not given)	107	-6	-2	95	102	99	-8	105
3	CCCCCc1nc2ccccc2c(=O)n1-c1ccccc1[N+](=O)[O-]	109	3	-1	105	103	101	4	86
4	CC(C)(C)c1nc(N2CCN(C(=O)c3ccco3)CC2)c2nnn(Cc3ccccc3Cl)c2n1	94	3	-10	93	107	106	2	106
5	COc1ccccc1N1C(=O)NC(=O)/C(=C/c2ccc3c(c2)Cc2ccccc2-3)C1=O	101	-16	-11	86	103	91	-2	120
6	O=C1NC(=O)C2(Cc3ccccc3N3CCCC32)C(=O)N1Cc1ccccc1 (stereo not given)	97	2	7	105	118	101	0	103
7	CCCn1c(C(=O)c2ccccc2)nc2ccccc21	94	0	7	100	88	81	7	100
8	COC(=O)COc1ccc(/C=C2\C(=O)NC(=S)N(c3ccc(C)cc3)C2=O)cc1OC	103	-21	1	104	107	105	-18	94
9	CCOC(=O)c1ccc(-[n+]2c(-c3ccccc3)cc(-c3ccccc3)cc2-c2ccccc2)cc1	102	5	-1	92	95	97	7	105
10	Cn1c2ccccc2c2cnn(CC(=O)N3CCC4(CC3)OCCO4)c(=O)c21	101	1	4	105	103	101	7	104
11	N#CCCn1cc(C(=O)Nc2ccccc2Br)c(-c2ccc3c(c2)OCCO3)n1	109	-4	5	99	96	99	11	93
12	CCCNC(=O)N1[C@H]2CC[C@@H]1C(C(=O)OC)=C(c1ccc3ccccc3c1)C2	93	-1	3	91	94	94	-4	95
13	O=C(c1ccc(F)cc1Cl)N1CCC2(CC1)OCCO2	106	-11	1	100	102	104	-2	95
14	COc1cccc(N(C(C)=O)C2=NCCCS2)c1	103	-3	2	99	107	100	-6	91
15	CN1CCN(C(=O)COc2ccc(S(=O)(=O)NC3CCCCC3)cc2Cl)CC1	100	6	-4	98	100	103	7	96
16	O=C(COc1ccc2ccccc2c1)N1CCN(Cc2c[nH]c3ccccc23)CC1	98	-5	42	·	92	95	-2	87
17	COC(=O)C1=C(c2ccc(F)cc2OCc2ccccc2)C[C@@H]2CC[C@H]1N2C(=O)NCCOc1ccccc1Cl	95	7	-1	90	94	99	2	100
18	Clc1ccc(C2N3CCCN23)c(Cl)c1 (stereo not given)	100	13	1	99	101	101	0	101
19	CCc1ccc(N2C(=O)NC(=O)/C(=C/c3ccsc3)C2=O)cc1	97	-4	0	108	105	107	-13	98
20	Cn1c(O)c(/C=C2\C=c3ccccc3=NC2=O)c(=O)n(C)c1=O	101	·	·	85	104	99	·	115
21	COC(=O)C1=C(c2ccc(F)cc2F)C[C@@H]2CC[C@H]1N2C(=O)N1CCCC1	94	4	0	97	101	99	2	102
22	COC(=O)CC1(Cc2ccccc2)C(=O)NC(=O)NC1=O	95	10	0	92	96	93	7	94
23	NC1CCc2cc(O)c(O)cc2C1 (stereo not given)	101	-39	2	88	89	90	-34	113
24	CCOC(=O)/C(CCCN(CC)CC)=N\O	97	-2	0	103	97	105	6	93
25	COC(=O)C1=C(c2ccc3ccccc3c2)C[C@@H]2CC[C@H]1N2C(=O)NC1CCCCC1	97	14	2	103	96	101	-5	110
26	C=CCn1c(O)c(N=Nc2c(C)n(C)n(-c3ccccc3)c2=O)c(=O)[nH]c1=S	101	0	2	99	100	103	7	95
27	O=C1NC(=O)C(CCc2ccncc2)(CCc2ccccn2)C(=O)N1c1ccc(Br)cc1 (stereo not given)	102	8	9	101	98	101	1	101
28	COC(=O)C1=C(c2ccc(F)cc2OCc2ccccc2)C[C@@H]2CC[C@H]1N2C(=O)NCc1ccccc1Cl	90	1	1	92	87	93	-3	89
29	CN(C)C(=O)Nc1cccc(OC(=O)N(C)C)c1	100	6	3	101	104	107	1	100
30	Cc1cc(OC(=O)c2ccco2)c2c3c(c(=O)oc2c1)CCC3	99	-5	1	102	92	104	-5	100
31	N#C/C(N)=C(/N)C#N	102	9	-3	84	95	104	4	108
32	CN1CCN(c2ncc(C=O)s2)CC1	101	1	1	101	98	100	3	98
33	O=c1[nH]c(O)c(C=Nc2ccccc2[N+](=O)[O-])c(=O)[nH]1	98	-17	0	107	98	98	-12	94
34	Cc1ccc(-c2nc3ccc(C)cn3c2CC(=O)N(C)C)cc1	100	8	-1	97	94	100	8	103
35	NNC(=O)c1ccc(O)cc1	105	0	-2	107	105	114	6	110
36	Cc1cccc(-n2c(=S)[nH]c3ccccc3c2=O)n1	98	-1	-2	109	101	106	6	105
37	O=c1cccc2n1CC1CC2CN(Cc2c(Cl)cccc2Cl)C1 (stereo not given)	100	-5	-5	106	103	101	6	103
38	O=C(O)c1ccccc1NC(=O)N1C[C@H]2C[C@@H](C1)c1cccc(=O)n1C2	101	9	9	97	102	100	1	103
39	CCOP(=S)(OCC)c1ccc(N(C)C)cc1	93	3	3	95	94	·	6	96
40	N#Cc1ccc(NC(=O)CN2C(=O)NC3(CCCC3)C2=O)cc1Cl	97	-1	2	92	95	100	-4	112
41	Cc1ccc(-c2cc(-c3ccc(C)cc3)[n+](-c3ccccc3)c(-c3ccc(C)cc3)c2)cc1	40*[may fluoresce violet]	2	-11	?	255*[may fluoresce violet]	?	-3	65[may fluoresce violet]
42	CCOc1ccc(-c2cc(C)[n+](CCO)c(-c3ccc(OCC)cc3)c2)cc1	93	3	4	78	107	94	-3	113
43	CC1C(c2cccs2)=[N+]([O-])C(C)(C(=O)c2ccc(Cl)cc2)N1O (stereo not given)	97	1	0	96	102	96	-4	·
44	CCN(CC)S(=O)(=O)c1ccc(C(=O)NC2CN3CCC2CC3)cc1 (stereo not given)	86	-4	14	88	87	92	1	98
45	COc1ccc(-[n+]2c(-c3ccccc3)cc(-c3ccc(C)cc3)cc2-c2ccccc2)cc1	107	-4	0	106	112	109	5	100
46	COC(=O)C1=C(c2ccc(F)cc2OCc2ccccc2)C[C@@H]2CC[C@H]1N2C(=O)NC1CCN(Cc2ccccc2)CC1	94	2	-2	101	96	96	2	101
47	COc1cccc(-n2c(-c3ccoc3)nc3ccccc3c2=O)c1	99	3	2	100	98	99	-6	101
48	Cc1nc2cc(F)ccc2n1C1CCN(Cc2nnnn2CCc2ccccc2)CC1	99	0	4	99	102	106	6	93
49	c1ccc(C(OCCN2CCNCC2)c2ccccc2)cc1	102	5	-1	106	102	104	-10	100
50	O=C(c1cccnc1)c1cc2ccccc2[nH]1	98	10	25	89	104	82	-4	90
51	Cc1ccc(N2C(=O)NC(=O)/C(=C\C=C\c3ccco3)C2=O)cc1C	99	-18	1	95	97	102	-12	108
52	CCCCCc1cc(O)c2c3c(c(=O)oc2c1)CN(C)CC3	86	1	19	88	87	97	-7	102
53	Cc1cc(NC(=O)C(Cl)(Cl)Cl)no1	96	-5	0	90	90	95	4	96
54	C=CCn1c(O)c(Cc2ccc(OCC)cc2)c(=O)[nH]c1=O	99	·	·	99	107	101	·	105
55	Cc1ccc2c(c1)c(=O)c1c3n2CCN(CC#N)C3CC1 (stereo not given)	101	0	8	102	108	98	4	104
56	COC(=O)C1=C(c2ccccc2)C[C@@H]2CC[C@H]1N2C	91	2	0	96	93	100	-3	96

Additional entries follow.
cpd	molecule	RPL19A TOR yeast	procasp7 counter	AHR act	CIT2 TOR yeast	MEP2 TOR yeast	AGP1 TOR yeast	proCasp3 act	LAP4-GFP MLPCN
57	N#C/C=C/C#N	99	3	-1	107	102	100	8	98
58	CC(C)CCNC(=O)c1cc(C(=O)c2cc(Br)ccc2O)cn(CCC(C)C)c1=O	97	10	1	104	97	100	-8	99
59	COc1ccc(C(=O)C2CCCN(Cc3ccc(C)s3)C2)cc1OC (stereo not given)	101	-1	2	99	96	112	8	104
60	COc1cccc(C(=O)C2CCCN(Cc3cnn(C(C)C)c3)C2)c1 (stereo not given)	102	-7	1	100	109	98	6	101
61	CC(=Nc1ccc2c(c1)CCC2)c1c(O)n(C2CCCCC2)c(=O)[nH]c1=O	96	2	1	100	103	99	0	109
62	Cc1nc2ccccc2c(=O)n1-c1ccncc1	100	6	-1	96	101	99	-1	98
63	COc1ccc(CN2C(=O)NC(=O)/C(=C/c3cc(OC)c(OC)c(OC)c3)C2=O)cc1	95	-9	-1	90	93	101	-7	101
64	CCN(CCO)c1ccc(N=Cc2c(O)n(C)c(=S)[nH]c2=O)cc1	100	-22	9	108	107	106	-24	106
65	CN(C)C1(CNC(=O)Cc2ccccc2F)CCCCC1	100	1	-3	111	104	103	-6	98
66	CN1OC[C@@H]2COc3ccc4ccccc4c3[C@@H]21	96	8	3	102	105	104	5	115
67	Cc1c(Br)c(=O)oc2cc(OCC(=O)N3C[C@H]4C[C@@H](C3)c3cccc(=O)n3C4)ccc12	100	3	-1	99	102	102	8	108
68	C/C(=N/O)c1ccc2ccc3ccccc3c2c1	93	-6	11	95	88	90	-12	89
69	Cc1nccn1Cc1ccc(Cl)nc1	93	8	-1	94	96	102	0	100
70	CC1(C)C2([N+](=O)[O-])CN3CN(C2)CC1([N+](=O)[O-])C3	97	1	2	99	99	106	4	104

These rows are one share of the data; rates above refer to the full screens.
